TDP1 cell noCPT: qHTS for Inhibitors of human tyrosyl-DNA phosphodiesterase 1 (TDP1): qHTS in cells in absence of CPT. DT40 Tdp1-/- hTDP1 cells, no CPT, ATP luminescence, 48 h. Potency, µM (highest dose often 46.2 µM), without a hit: at the highest dose activity change, negative = growth inhibition, hits mostly inhibitors. 15% of 420,000 active. AID 686978, 2013; active = well fitted inhibition curve with a large enough effect; inconclusive = small, poorly fitted or top-dose-only effect; note: nearly all actives have a fitted effect of over 55% in size
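DT40 Tdp1-/-;hTDP1 cells, no CPT (DMSO vehicle only), 400 cells/well; compounds pin-transferred; ≥48 hr, 37 °C; CellTiter-Glo 30 min RT dark, luminescence read.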
* hit, by the source's call; ? = inconclusive. % is set by controls: 0 for no effect and ±100 for the full control effect; potency is the fitted concentration of half-maximal effect. A portion of the library (hit frequency here may not be typical).

item	SMILES	TDP1 cell noCPT
1	NC(CCc1ccccc1)c1csc(NC(=O)Nc2cccc(Cl)c2)n1 (configuration not stated)	23.1µM*
2	Cc1c(N(C)S(=O)(=O)c2ccc(Cl)c(C(=O)NCC(C)(C)N3CCOCC3)c2)c(=O)n(-c2ccccc2)n1C	1.3%
3	CN(CCc1ccccc1)C(=O)c1ccc(NC(=O)Cc2ccc(NC(=O)C3CCCN(S(=O)(=O)c4cccc([N+](=O)[O-])c4)C3)cc2)cc1 (configuration not stated)	-19.8%
4	CC1CCCCC1NC(=O)CSc1nnc(C(F)(F)F)n1C (configuration not stated)	10.0%
5	C[C@H](O)[C@@H]1C(=O)N2CCc3ccc(-c4ccccc4)cc3[C@@H]2C[C@@H]1N(C)C(=O)NC1CCCCC1	?
6	CCCCCCn1c(=O)n2n(c1=O)[C@@H]1CN(S(=O)(=O)c3ccc(C)cc3)C[C@]1(O)[C@@H](OC(=O)NCc1ccc(OC)c(OC)c1)C2	?
7	CNc1nc(NC)nc(NNC(=O)c2ccccc2)n1	-7.6%
8	CC(=O)c1cccc(NC(=O)Cn2cnc3c2c(=O)n(C)c(=O)n3C)c1	?
9	CCOC(=O)[C@]12CCCC=C1N(Cc1cccc3ccccc13)C(=O)[C@H](CC(=O)NCc1ccc(OC)c(OC)c1)C2	16.4µM*
10	O=C(NCCN1Cc2ccccc2OC(c2ccsc2)C1)c1ccc2[nH]ccc2c1 (configuration not stated)	-24.9%
11	Cc1nnc(NS(=O)(=O)c2ccc(N=Nc3ccc(N)nc3N)cc2)s1	-0.6%
12	CC(=O)c1cccc(Nc2ccc(C#N)cc2)c1	?
13	CCCCOc1ccc(CN2C(=O)C(=O)c3cc(Br)cc(C)c32)cc1OC	1.16µM*
14	Cc1cc(C)c2c(CN(C)Cc3ccccc3)cc(=O)oc2c1	?
15	CCC1(C2CCN(Cc3cccc(Cl)c3)CC2)NC(=O)N(CC2COc3ccccc3O2)C1=O (configuration not stated)	?
16	O=C(c1[nH]c(C(F)(F)F)nc1-c1ccccc1)N1CCN(c2ccncc2)CC1	-10.2%
17	CCCCCCNc1c([N+](=O)[O-])cc(C)cc1[N+](=O)[O-]	-22.6%
18	COc1ccc(NC(=O)C2(C)CCN2C(=O)Cc2ccc(Cl)cc2Cl)cc1OC (configuration not stated)	20.6µM*
19	O=C(CSc1nnc(-c2c[nH]c3ccccc23)n1C1CC1)NC1CCS(=O)(=O)C1 (configuration not stated)	-7.9%
20	O=C(NCCCc1ccccc1)C(=O)NCC1OCCN1S(=O)(=O)c1ccccc1 (configuration not stated)	?
21	Cc1cc2oc(=O)cc(CN3CCN(c4ccc(Cl)c(Cl)c4)CC3)c2cc1Cl	-0.8%
22	NC(=S)NN=C1C=CCCC1	4.61µM*
23	CCc1nc2c(OCc3ccc(C(=O)OC)cc3)cccn2c1N(C)C(=O)c1ccc(C)cc1	18.4µM*
24	CC[C@H](C)[C@@H](COC=O)NC(=O)[C@H]1O[C@@H](n2ccc(N)nc2=O)[C@H](O)[C@@H]1O	2.2%
25	CCN(C(=O)COC(=O)/C=C/c1ccc(Cl)c(Cl)c1)c1c(N)n(Cc2ccccc2)c(=O)[nH]c1=O	2.06µM*
26	NCc1csc(Nc2cc(Oc3ccccc3)ncn2)n1	?
27	CN(c1cc(Cl)c2c(c1)OCO2)c1cc2c(c3c1ccn3C)C1CCC2C1 (configuration not stated)	20.6µM*
28	CCN(CC(=O)Nc1cccc(F)c1)CC(=O)Nc1ccc2c(c1)OCCO2	-9.7%
29	CCCC(=O)N1CCC1(C)C(=O)NS(=O)(=O)c1ccc(C#N)cc1 (configuration not stated)	13.3%
30	COc1ccc(Cc2nc3ccc(C(=O)NC(C)C)cc3o2)cc1	-4.2%
31	Cc1ccc(C)c(N2CCN(C(C(=O)NC3CCCC3)C(C)C)CC2)c1 (configuration not stated)	20.6µM*
32	CCOC(=O)c1c(Nc2ccccc2)nnc(-c2ccccc2)c1-c1ccccc1	?
33	N#CC(CC(=O)OCc1ccccc1)NC(=O)OCc1ccccc1 (configuration not stated)	-22.0%
34	O=c1oc2ccccc2c(=O)c2ccccc12	-0.6%
35	Cn1c(=O)c2c(nc(OC3CCCC3)n2C)n(C)c1=O	-0.3%
36	Cc1cccc2cc(CN(C(=O)c3ccc(N4CCCCC4)cc3)C3CC3)c(N3CCC(O)CC3)nc12	-24.4%
37	O=C(CCNC(=O)c1ccccc1Cl)Nc1ccc2c(c1)OCCO2	-28.4%
38	O=C(NCc1ccccn1)c1cnn(-c2nccc(-c3ccccc3F)n2)c1C1CC1	-15.3%
39	CCOC(=O)C1=C[C@@H](C(C)(C)C)N(S(=O)(=O)c2ccc(OC)cc2)[C@H]1c1ccccc1	?
40	CCN(C)C1CN(Cc2cn(Cc3cc(C)cc(C)c3)nn2)S(=O)(=O)C1 (configuration not stated)	-22.9%
41	CCOC1=C2[C@@H](CN(S(=O)(=O)c3ccc(C)cc3)[C@H]2c2ccccc2)[C@H]2C(=O)N(c3ccccc3)C(=O)[C@H]2C1	-6.4%
42	O=[N+]([O-])c1cc(-c2ccccc2)cc([N+](=O)[O-])c1O	18.4µM*
43	CCOC(=O)[C@]12CCCC=C1N(Cc1ccc3c(c1)OCO3)C(=O)[C@H](CC(=O)NCCCOC)C2	-27.5%
44	COC(=O)c1ccc(-c2nc(CN3CCN(C(=O)c4ccco4)CC3)c(C)o2)cc1	2.0%
45	COc1ccc(NC(=O)c2cc(C3CCCCN3C(=O)c3ccc(C#N)cc3)on2)c(C)c1 (configuration not stated)	?
46	NC(Cc1ccc(F)cc1)c1csc(Nc2ccc(S(N)(=O)=O)cc2)n1 (configuration not stated)	?
47	COc1ccc(/C=C/C(=O)c2cc(F)ccc2OC(=O)c2ccccc2)cc1OC	0.411µM*
48	COc1cccc(-c2cnc3c(NC(C)=O)cc(-c4ccc(OC)c(OC)c4)cn23)c1	14.6µM*
49	CC(=O)Nc1cccc(-c2cc(NC(C)=O)c3ncc(-c4ccc(C(C)=O)cc4)n3c2)c1	7.31µM*
50	CCC(=O)Nc1sc2c(c1C(=O)Nc1ccc(OC)cc1)CCC(C(C)(C)C)C2 (configuration not stated)	-0.7%
51	Cc1nc2ccsc2c(=O)n1-c1cccc(Cl)c1	-20.0%
52	CC(C)(C)c1ccc(C(O)c2ncc(-c3ccccc3F)[nH]2)cc1 (configuration not stated)	?
53	COc1ccc(NC(=O)c2ccc3c(c2)S(=O)(=O)N=C2CCCCCN23)cc1S(N)(=O)=O	13.5%
54	OC[C@@H]1CN(Cc2ccco2)C[C@H](n2cnc3c(NC4CCCC4)ncnc32)O1	-0.4%
55	CC1(C(=O)NS(=O)(=O)c2cccc(OC(F)F)c2)CCN1C(=O)Cc1ccccc1 (configuration not stated)	-2.6%
56	CSCCC(C(=O)Nc1c(C)cccc1C)N(C)CCc1ccccc1 (configuration not stated)	16.4µM*
57	COCc1c(C(=O)N2CCN(c3ccccc3)CC2)cnn1-c1nccc(-c2ccco2)n1	-29.5%
58	Cc1cccnc1C1=NOC(Cc2ccccc2)C(=O)N1Cc1ccccc1F (configuration not stated)	?
59	O=C(c1n[nH]c2c1CCCC2)N1CCC(n2c(C3CCCO3)nc3ccccc32)CC1 (configuration not stated)	-25.7%
60	CCOC(=O)[C@]12CCCC=C1N(Cc1ccc3c(c1)OCO3)C(=O)[C@H](CC(=O)NCCC(C)C)C2	?

Next part; the last six above are carried over.
item	SMILES	TDP1 cell noCPT
55	CC1(C(=O)NS(=O)(=O)c2cccc(OC(F)F)c2)CCN1C(=O)Cc1ccccc1 (configuration not stated)	-2.6%
56	CSCCC(C(=O)Nc1c(C)cccc1C)N(C)CCc1ccccc1 (configuration not stated)	16.4µM*
57	COCc1c(C(=O)N2CCN(c3ccccc3)CC2)cnn1-c1nccc(-c2ccco2)n1	-29.5%
58	Cc1cccnc1C1=NOC(Cc2ccccc2)C(=O)N1Cc1ccccc1F (configuration not stated)	?
59	O=C(c1n[nH]c2c1CCCC2)N1CCC(n2c(C3CCCO3)nc3ccccc32)CC1 (configuration not stated)	-25.7%
60	CCOC(=O)[C@]12CCCC=C1N(Cc1ccc3c(c1)OCO3)C(=O)[C@H](CC(=O)NCCC(C)C)C2	?
61	CCOC(=O)C1Nc2ccc(C(F)(F)F)cc2C2c3ccccc3CC12 (configuration not stated)	16.4µM*
62	O=C(NCc1ccccc1)c1cccc(NC(=O)C2CCCC2)c1	-39.9%
63	C=CCNC(=O)c1cc(-c2ccccc2)sc1N	?
64	COc1cccc(NC(=O)CN(C)C(=O)CNC(=O)c2ccc(C)s2)c1	-14.4%
65	CN(C)c1ccc(/C=C/c2ccnc3ccccc23)cc1O	10µM*
66	O=C1[C@H](Cc2ccccc2)NCC=CC[C@H](c2ccc(Cl)cc2)N1Cc1ccc(Cl)cc1	16.4µM*
67	CCOC(=O)C(=C1Nc2ccccc2N1)n1c(-c2cnccn2)nc2ccccc21	-25.2%
68	Cc1ccc(S(=O)(=O)N2CCN(C(=O)c3cc(S(=O)(=O)N4CCOCC4)ccc3F)CC2)cc1	-16.8%
69	COc1ccc(S(=O)(=O)Nc2ccc3c(c2)C(=O)N([C@H](C)CO)C[C@H](C)[C@@H](CN(C)C(=O)Nc2ccc(C(F)(F)F)cc2)OCCCC[C@H](C)O3)cc1	23.1µM*
70	C[C@@H]1Cn2cnc(C(=O)N[C@@H](C)C(=O)OC(C)(C)C)c2C(=O)N1	-22.2%
71	CC1(C(=O)O)CCC2(C)CCC3(C)C(=CC(=O)C4C5(C)CCC(=O)C(C)(C)C5CCC43C)C2C1 (configuration not stated)	-15.5%
72	CC(O)(c1ccccc1)c1nc(-c2ccc(F)c(Cl)c2)cs1 (configuration not stated)	?
73	Cc1noc(C)c1CSCC(=O)OCC(=O)Nc1ccc(OC(F)(F)F)cc1	-10.0%
74	C=CCCC(=O)N1C[C@H]2CON(C)[C@H]2C[C@H]1c1cccc(Br)c1	-11.5%
75	CCOC(=O)C1(C)CCN1C(=O)c1cccs1 (configuration not stated)	-10.0%
76	CCOC(=O)C1CCN(C(=O)COC(=O)c2cccc(NS(=O)(=O)c3ccccc3)c2)CC1	?
77	CCOc1ccc(-c2nn(-c3ccccc3)cc2C2NC(=O)NC(C)=C2C(=O)OC(C)C)cc1 (configuration not stated)	?
78	CCCCC[C@@H](/C=C/C1C(=O)C=C[C@H]1C/C=C\CCCC(=O)O)OC(C)=O (some centres not stated)	23.1µM*
79	CC1(C)CC(=O)C=C(c2n[nH]nc2-c2ccccc2)C1	-26.9%
80	Cc1ccc(S(=O)(=O)NN=C2C(=O)C3CCC2C3Cl)cc1 (configuration not stated)	-2.5%
81	CCOC(=O)[C@]12CCC=C1N(Cc1ccc3c(c1)OCO3)C(=O)[C@H](CC(=O)NCCCCc1ccccc1)C2	20.6µM*
82	Cc1cnc(CNC(=O)c2csc(COCCO)n2)cn1	5.3%
83	CC1(C(=O)Nc2ccc3c(c2)OCO3)CCN1C(=O)Cc1ccc(-c2ccccc2)cc1 (configuration not stated)	4.61µM*
84	Cc1c(C(=O)NCc2ccc3c(c2)OCO3)sc(=O)n1Cc1ccc(S(C)(=O)=O)cc1	?
85	O=C1NC(Cc2ccccc2)c2nc3cc(F)c(F)cc3c(=O)n2-c2ncccc21 (configuration not stated)	?
86	COC(=O)[C@]12CCCCC=C1N(Cc1ccc3c(c1)OCO3)C(=O)[C@H](CC(=O)N1CCCC1)C2	?
87	O=C(Nc1nnc([C@H]2C[C@H](O)[C@@H](CO)O2)s1)c1ccc(Oc2ccccc2)cc1	?
88	CC1(C(=O)NS(=O)(=O)c2cccs2)CCN1C(=O)CCc1ccc(Cl)cc1Cl (configuration not stated)	9.3%
89	COc1cccc(CN2CCCC(c3nc(-c4ccncc4)ncc3-c3ccccc3)C2)c1O (configuration not stated)	16.4µM*
90	COc1ccccc1N1CCN(C2CCCN(C(=O)c3cc(C(C)C)on3)C2)CC1 (configuration not stated)	?
91	Cc1oc(-c2cccc(NC(=O)c3ccccc3)c2)nc1CNC(=O)c1cnc2ccccn2c1=O	-2.2%
92	Cc1cccc(NC(=O)CSc2nccn2C)c1	-6.5%
93	O=C(c1cccc(N2CCCC2=O)c1)N1CCC(Oc2cccc(CN3CCN(c4ccccn4)CC3)c2)CC1	?
94	O=C(NCCc1ccccc1F)C1C(=O)Nc2ccccc2C(=O)N1C1CCCCC1 (configuration not stated)	-10.3%
95	OC1c2cc(Br)ccc2N=C2CCCCCN21 (configuration not stated)	16.4µM*
96	FC(F)(F)c1cc(Cl)c2nc(-c3ccc(Cl)cc3)c(Cc3ccccc3)n2c1	-10.8%
97	OCCCNc1ncnc2c1ncn2[C@H]1CN(C2CCCC2)C[C@@H](CO)O1	-6.7%
98	Cn1cc([C@]2(O)C(=O)Nc3ccc(OC(F)(F)F)cc32)c2ccccc21	?
99	C[C@@H]1CN([C@@H](C)CO)C(=O)c2cc(-c3ccccc3F)cnc2O[C@H]1CN(C)Cc1cccc(F)c1	23.1µM*
100	Cc1ccc(CNc2nc(C)c(-c3ccn(CCN4CCOCC4)n3)s2)o1	0.5%
101	Oc1ccc(CCNCCCCCCNCCc2ccccc2)cc1O	?
102	CC(C)c1ccccc1NC(=O)Nc1nnc([C@H]2C[C@H](O)[C@@H](CO)O2)s1	-8.7%
103	CC(=NOC(=O)c1ccc(I)cc1)c1nccs1	-28.8%
104	O=C(Nc1nnc(Cc2ccccc2)s1)C1CCN(C(=O)c2cccs2)CC1	?
105	O=C(Nc1ccccc1)Nc1ncc(C(F)(F)F)cc1Cl	?

Screens: PubChem BioAssay, National Center for Advancing Translational Sciences (NCATS)
